NCI-60 one-dose screen, 48 h, at 10 µM unless noted. Numbers give growth in % (100 = growth as untreated, 0 = no growth, -100 = all killed).
HS 578T – HS 578T breast cancer; actives 4.1% (n = 78,000); AID 1794788
SK-MEL-2 – SK-MEL-2 melanoma; actives 4.7% (n = 77,000); AID 1794763
T-47D – T-47D breast cancer. actives 5% (n = 79,000)
UACC-257 – UACC-257 melanoma; actives 4.4% (n = 78,000)
MALME-3M – MALME-3M melanoma; actives 5.8% (n = 78,000)
UACC-62 – UACC-62 melanoma; actives 5.4% (n = 81,000)
BT-549 – BT-549 breast cancer | actives 4.4% (n = 78,000) | AID 1794793
LOX IMVI – LOX IMVI melanoma; actives 7.4% (n = 79,000); AID 1794757
* hit, by the source's call; · = not tested or not shown; & = joins results of further samples; [ ] = another dose, or the depositor's remark. How the source made its calls: active means growth percent below 10; inactive means the rest. Not a hit list; 11% or so of the library scored in one or more.

Screens in order – HS 578T	SK-MEL-2	T-47D	UACC-257	MALME-3M	UACC-62	BT-549	LOX IMVI
- CCN(CC)CCCC(C)N=C(C1=C(C(=NC(C)CCCN(CC)CC)c2cccc(OC)c2)C(=O)NC1=O)c1cccc(OC)c1 (configuration not stated)
→ 16	-54*	-37*	-95*	·	-75*	·	-74*
- N#Cc1nc(C#N)c(Sc2ccccc2)c(Sc2ccccc2)c1Sc1ccccc1
→ 55	-64*	-72*	-59*	-21*	-57*	·	-79*
- COc1cc(C(C)n2cc(-c3ccccc3)nn2)ccc1OC1CCCC1 (configuration not stated)
→ 94	73	52	55	64	64	69	61
- c1cc(-c2nc3sc(-c4ccncc4)nc3s2)ccn1
→ 105	110	100	101	95	94	116	100
- CSC(SC)=C1C(=O)Nc2ccccc21
→ 103	110	81	102	86	93	101	85
- c1cc(N2CCCC2)c2nc(-c3[nH]ncc3Nc3ncnc4[nH]ccc34)[nH]c2c1
→ -4.2*	-42*	1.0*	-13*	-41*	-79*	-37*	·
- O=C1/C(=C/c2cccs2)CCc2ccccc21
→ 97	116	97	97	·	99	103	92
- O=C1CC(=O)Nc2cccc3cccc(c23)N1
→ 101	92	103	100	·	88	·	93
- CCC1(c2ccccc2)C(=O)Nc2ccc(C(F)(F)F)cc21 (configuration not stated)
→ 102	85	112	97	83	89	109	98
- O=c1ccc2cc3ccccc3cc2[nH]1
→ 51	98	97	96	112	66	108	102
- CC(=O)N(CC(O)CN(C(C)=O)c1c(I)c(C(=O)NCC(O)CO)c(I)c(C(=O)NCC(O)CO)c1I)c1c(I)c(C(=O)NCC(O)CO)c(I)c(C(=O)NCC(O)CO)c1I (configuration not stated)
→ 97	98	99	117	95	99	117	99
- Cc1ccc(-c2cc3nc(C(Cl)Cl)nc(-c4ccc(F)cc4)n3n2)cc1
→ 121	·	98	108	121	92	106	105
- Cc1cc(NC(=O)CNc2nc(Oc3ccc(F)cc3)nc(-c3ccc(F)cc3)n2)ccc1Cl
→ 86	103	91	101	109	97	100	96
- COc1cc(-c2nc3ccccc3s2)ccc1OCc1nc2n(n1)S(=O)(=O)c1ccccc1N2c1ccccc1
→ 97	98	101	112	67	98	104	93
- CCCCCCCCCC(=O)Oc1ccc(/C(=C(/C)Cc2cccc(OC)c2)c2ccc(OCCN(C)C)cc2)cc1
→ 108	107	69	110	115	98	108	102
- Cc1c(OCC(F)(F)F)ccnc1CNc1ccc(C2=CC(c3ccccc3)N=C(N)N2)cc1 (configuration not stated)
→ 98	84	47	61	112	58	72	67
- CCOC(=O)C1=C(C)NC(=O)NC1c1cc(=O)oc2ccc(C)cc12 (configuration not stated)
→ 109	96	95	·	99	99	111	97
- CCOC(=O)c1cccc(NC2=C(Cl)C(=O)C(C)=C(C)C2=O)c1
→ 96	104	-37*	93	104	95	131	92
- CCc1ccc2[nH]c(=O)c(C(c3nnnn3Cc3ccc(F)cc3)N3CCN(C4CCCCC4)CC3)cc2c1 (configuration not stated)
→ 78	104	101	95	100	92	84	93
- O=C1/C(=C/C2=Cc3ccccc3OC2)SC(=S)N1Nc1ccccc1
→ 68	74	24	70	81	45	52	57
- CS(=O)(=O)c1ccc(-c2nc3ccccc3n2CC(=O)N/N=C/c2ccc(Cl)cc2)cc1
→ 85	102	96	120	90	87	105	114
- O=c1c2c(c3ccccc3n1-c1ccccc1)NC(=S)NC2c1ccc(Cl)cc1 (configuration not stated)
→ -3.2*	·	67	44	39	22	·	8.7*
- O=C1OCCN1CCn1ccnc1[N+](=O)[O-]
→ 99	111	99	113	108	101	115	103
- CN(C)CCN(Cc1ccccc1)c1ccc2ccccc2n1
→ 92	103	86	98	96	93	·	89
- COc1ccc(Cn2c(C(N)=O)cc3c2-c2nc(NC4CCCCC4)ncc2CCC3)cc1
→ 89	59	81	112	·	66	84	82
- NS(=O)(=O)c1ccc(Nc2ccnc(SCC(=O)c3ccccc3)n2)cc1
→ 94	99	87	102	114	85	·	98
- CCCC1C(=O)N2C(N(C)C)=Nc3ccc(C)cc3N2C1=O (configuration not stated)
→ 105	88	84	98	94	97	88	90
- N#C/C(=C\c1ccc(-c2ccccc2Cl)o1)C(=O)c1c[nH]c2ccccc12
→ 95	95	84	101	97	97	98	94
- CCOC(=O)/C=C/c1ccc([N+](=O)[O-])o1
→ 98	85	·	54	-6.9*	33	63	-30*
- COc1nc2c(c(=O)[nH]1)C1(C(=O)N(Cc3ccccc3)c3ccccc31)c1c(nc(OC)[nH]c1=O)N2
→ 100	121	130	104	96	102	101	98

Compound profiles, from the list above. Order of values: HS 578T | SK-MEL-2 | T-47D | UACC-257 | MALME-3M | UACC-62 | BT-549 | LOX IMVI
Entry for O=C1OCCN1CCn1ccnc1[N+](=O)[O-] = 99 | 111 | 99 | 113 | 108 | 101 | 115 | 103
Entry for CN(C)CCN(Cc1ccccc1)c1ccc2ccccc2n1 = 92 | 103 | 86 | 98 | 96 | 93 | · | 89
Entry for Cc1c(OCC(F)(F)F)ccnc1CNc1ccc(C2=CC(c3ccccc3)N=C(N)N2)cc1 (configuration not stated) = 98 | 84 | 47 | 61 | 112 | 58 | 72 | 67
Entry for O=C1/C(=C/C2=Cc3ccccc3OC2)SC(=S)N1Nc1ccccc1 = 68 | 74 | 24 | 70 | 81 | 45 | 52 | 57
Entry for c1cc(-c2nc3sc(-c4ccncc4)nc3s2)ccn1 = 105 | 110 | 100 | 101 | 95 | 94 | 116 | 100

(list continues)
Screens in order – HS 578T	SK-MEL-2	T-47D	UACC-257	MALME-3M	UACC-62	BT-549	LOX IMVI
- CC(=O)c1ccc(N=Nc2c(N)nc(N)nc2N)cc1
→ 100	96	98	97	101	109	96	97
- CC(=O)C(=Cc1ccc(Br)cc1)C(C)=O
→ 97	102	96	125	84	92	99	93
- COc1ccc(C(C)=O)c2ccccc12
→ 106	132	115	105	103	99	108	96
- NC(=O)NC(=O)/C=C/C(=O)O
→ 104	93	97	·	87	105	107	101
- CCOC(=O)CC/C(C)=N\Nc1ccc([N+](=O)[O-])cc1[N+](=O)[O-]
→ 112	93	73	106	102	87	100	89
- O=S(Cc1ccccc1)/C(=C/n1c(=S)[nH]c2ccccc21)c1ccccc1 (configuration not stated)
→ 93	98	94	92	97	86	99	96
- O=S1(=O)c2ccccc2Oc2ccccc21
→ 106	100	·	103	110	102	113	102
- CCCCNc1ccc(Nc2ccccc2)cc1
→ 105	87	34	63	55	61	50	65
- O=C(ONC(=O)[C@H]1C2C=CC(C2)[C@@H]1C(=O)NOC(=O)c1ccccc1)c1ccccc1
→ 58	99	96	94	90	68	98	75
- COc1cc(-c2nc3sc(C4CC4)nn3c2-c2ccc(F)cc2)cc(OC)c1OC
→ 88	56	73	73	124	65	92	85
- CSC(=S)Nc1ccc(Cl)cc1
→ 106&105	102&106	82&90	94&99	108&100	91&84	91&94	90&94
- CCOC(=O)c1nc2cc(C#N)ccn2c1C(C)=O
→ 88	91	93	91	106	101	110	103
- CC(C)Cn1cnc2c(SCc3ccc(Cl)cc3)nc(N)nc21
→ 106	87	70	92	125	77	90	81
- CN1C(=O)C2(SCC(C(=O)NC3CCCCC3)N2C(=O)C2CCCCC2)c2ccccc21 (configuration not stated)
→ 94	88	98	105	91	81	96	93
- N#C/C(=C\c1ccc2c(c1)OCO2)c1cc2ccccc2[nH]1
→ 66	93	40	77	95	58	68	73
- CCCCCCCCCCCCCCNC1=CC(=O)c2c(C(=O)OC)c(C)nc(C)c2C1=O
→ 94	91	51	80	127	40	87	59
- COc1cccc(NC(=O)c2sc3nc4c(cc3c2N)CN(Cc2ccccc2)CC4)c1C
→ 90	106	89	94	91	88	86	89
- COC(=O)C1=NN(c2ccccc2)C2=CNc3c(C)cccc3N21
→ 100	104	94	74	81	81	·	93
- O=C1c2ccccc2C(=O)N1CC1CC2C=CC1C2 (configuration not stated)
→ 114	86	92	102	·	92	90	103
- Cc1cc(C)cc(NC(=O)Cn2cc(COn3nnc4ccccc43)nn2)c1
→ 102	105	100	101	108	97	108	100
- CC(=O)Nc1cc(F)cc(C(F)(F)F)c1Cl
→ 88	105	97	103	100	102	96	92
- O=C(NCCO)c1ccc2c(c1)nc(Nc1cccc(Cl)c1)c1ccncc12
→ 92	103	85	105	125	82	102	96
- CC(C)(C)c1nn(-c2ccccc2)c2c1C(=O)CSC(c1ccccc1Cl)N2 (configuration not stated)
→ 47	45	29	77	53	39	45	36
- Cc1ccc(-c2nc(SCC(=O)Nc3nc(-c4ccccc4)cs3)[nH]c(=O)c2C#N)cc1
→ 88	95	81	95	118	76	89	95
- c1ccc(-c2oc3ncn4nc(-c5ccncc5)nc4c3c2-c2ccccc2)cc1
→ 91	88	77	103	104	84	104	97
- C=CC(=O)Nc1cccc(Oc2nccc(Nc3nnc(-c4ccc(Br)cc4)s3)n2)c1
→ 93	110	82	105	112	88	109	92
- CCN(CC)CCCC(C)Nc1cnc(C(=O)Nc2cccc3ccc(OC)nc23)cn1 (configuration not stated)
→ 70	70	84	-39*	-70*	-58*	83	-90*
- Cn1c(=O)[nH]c(=O)c2nc(CCC(=O)NCc3ccc(C(=O)O)cc3)c(=O)[nH]c21
→ 90	105	102	104	110	105	111	97
- CCOC(=O)c1c(C)oc2ncnc(N3CCN(C(=O)COc4ccccc4)CC3)c12
→ 89	104	91	98	104	85	96	96
- Cc1ccc(-c2cn(C/C=C3\C=CN(S(=O)(=O)c4ccccc4)CC3)nn2)cc1
→ 97	101	78	106	104	64	96	98

Next results.
Compound	HS 578T	SK-MEL-2	T-47D	UACC-257	MALME-3M	UACC-62	BT-549	LOX IMVI
O=[N+]([O-])c1cc(F)cc(F)c1	103	112	104	118	105	99	95	102
O=C(CCSc1nnc2n(Cc3ccccc3)c(=O)c3c4c(sc3n12)CCCC4)Nc1ccc(Cl)cc1	83	106	98	107	91	96	87	97
O=C(NCCCl)NC1CC2CCC1C2 (configuration not stated)	104	105	102	95	86	102	96	97
Cc1cc(=O)n(C(=S)Nc2ccc([N+](=O)[O-])cc2)c2cc(O)ccc12	94	120	87	115	91	93	102	86
C=CCN1C(=O)/C(=C\C(=O)OCC)S/C1=N/NC(=O)COc1cc(=O)n(C)c2ccccc12	99	105	101	96	98	95	96	·
CCSc1cc(C)nc(N)n1	103	100	110	113	98	100	105	98
O=C(Nc1cccc(Cl)c1)Oc1cccc2c1CCC2	98	110	92	95	97	93	90	94
COc1ccc(C(=O)/C=C/c2ccc(OC)c(OCc3ccccc3)c2)cc1OC	19	56	16	43	74	15	-15*	-26*
CC1(C)[C@H](C(=O)O)CC[C@]1(C)C(=O)O	118	·	104	115	103	104	96	97
O=C1CCC(N2CCN(c3ccc(F)cc3)CC2)N1 (configuration not stated)	111	98	102	99	105	99	110	105
CCCCn1cnc2c(SCc3ccccc3Cl)nc(N)nc21	99	99	84	99	120	81	100	86
COc1ccc(-c2cscc2N)cc1	106	95	60	41[100 µM]	138	43	69	46
C=C(CBr)[C@@H]1CC[C@]2(C(N)=O)CC[C@]3(C)[C@H](CC[C@@H]4[C@@]5(C)CCC(=O)C(C)(C)[C@@H]5CC[C@]43C)[C@@H]12	87	77	58	73	61	47	86	67
CCC(C)[C@H](NC(=S)Nc1cc(C(F)(F)F)cc(C(F)(F)F)c1)C(=O)N1CCC[C@H]1C(=O)N1CCC[C@H]1C(=O)OC (some centres not stated)	88	98	93	75	100	82	84	82
COc1ccc(-c2nn(-c3cccc(Cl)c3)cc2-c2cc(-c3ccc(Br)cc3)nc(N)n2)cc1	100	100	66	104	102	85	114	99
O=C(O)c1nnn(-c2ccc(Cl)cc2)c1-c1ccco1	90	98	89	85	107	100	111	97
Cn1cc(-c2nc(N)nnc2-c2c[nH]c3ccccc23)c2cc(Br)ccc21	2.1*	19	31	72	41	21	33	24
CCOC(=O)CCC1(C(=O)OC)C(=O)CCCCC/C=C/1C(=O)OC (configuration not stated)	114	94	105	107	104	104	109	101
COc1cccc(-c2cc3c(O)cc(C#N)cc3[nH]2)c1	44	·	101	87	100	71	82	92
COc1c(B(O)O)cc(F)cc1-c1nc2c(F)cc3[nH]ncc3c2c2c1CCCC2	11	47	34	40	51	-7.0*	-62*	-17*
N#Cc1c(N)nnn1Cc1cc(=O)oc2ccc(Cl)cc12	99	107	88	101	100	89	105	99
CCCCN(C)CC#N	110	·	91	104	92	113	92	·
COc1nc2ccccc2s1	91	100	99	85	111	103	91	82
COc1ccc(CCC(N)c2ccc(OC)cc2)cc1 (configuration not stated)	81	103	82	90	104	85	96	88
O=C(CCSc1nc2sc3c(c2c(=O)n1Cc1ccccc1)CCCC3)Nc1ccc(Cl)cc1	87	87	46	86	94	54	85	64
OCC(CCl)(CCl)CCl	104	99	93	99	96	92	98	91
Cc1ccc(C(C(=O)O)c2ccc(C)cc2)cc1	100	104	98	90	103	90	106	94
O=C(Cc1ccc(/C=C/C(=O)c2nccs2)cc1)Nc1ccc(F)cc1	92	94	101	116	101	93	93	93
COc1ccc(/C=C2\Oc3cc(OCCN4CCCCC4)ccc3C2=O)cc1OC	·	111	108	110	90	96	107	97
O=C(COCc1c(-c2ccccc2)no[n+]1[O-])Nc1nc(-c2ccc(Cl)cc2)cs1	100	105	103	96	98	100	102	96
CC(NC(=O)CN)C(=O)O (configuration not stated)	98	106&106	114	94&85	91&115	88&104	116&101	93&104
